V-ATPase pH – regulators of yeast V-ATPase proton transport; S. cerevisiae, pHLuorin cytosolic pH fluorescence; response, % at 10 µM; AID 504577; 0.37% of 350,000 active; in the data active = response mostly above about 7.3%, no sharp cut-off; inactive = mostly below about 5.4%; also: actives read high; inactives centre near 0; some compounds called inactive have numbers as strong as hits
DAGLB inhibitor – diacylglycerol lipase beta (human) inhibition; inhibition, % at 5.17 µM; HEK293T DAGLB membrane lysate, EnzChek fluorogenic substrate; 0.059% of 340,000 active; AID 504411; in the data active = inhibition above about 34%;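 also: 0% = enzyme with vehicle and 100% = wells lacking enzyme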
Arr AP2 block – blocks beta-arrestin peptide binding to AP2 adaptin. 0.31% of 340,000 active. inhibition, % at 10 µM. AID 504490. FITC-arrestin peptide / GST-AP2 beads, flow cytometry; AP2 beta2 appendage carries R879A mutation;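 active = inhibition above a set limit, near 3 SD of compounds lacking own fluorescence, cut at about 54% in these data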;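 also: plate controls were DMSO wells for no effect and 5 µM unlabelled arrestin peptide for full effect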
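system = GST-tagged AP2 beta2-adaptin appendage (R879A) on 4 µm glutathione beads | reagent = FITC-labelled arrestin peptide probe, 50 nM final | schedule = compound with beads 12 min RT, then probe 1 h RT | signal = HyperCyt-sampled flow cytometry, FL1 channel, ex 488/em 535 nm | read-out = percent response from loss of bead-bound FITC fluorescence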
Cardiac RTF inh – cardiac RTF calcium desensitization; IANBD-labeled cardiac RTF, Ca2+ fluorescence; inhibition, % at 7.15 µM; 0.12% of 340,000 active; AID 493244;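 active = inhibition above the mean inhibition of all tested compounds plus 3 SD, cut at about 17% in these data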;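 also: assay run at fixed EC70 calcium of 1.6 mM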
DSG3 Ab inh – human desmoglein-3 autoantibody binding inhibition. P32926. DSG3-coupled beads, scFv-anti-DSG3-GFP binding, flow cytometry; active compounds read low. binding (percent of control), % at 10 µM. 0.48% of 310,000 active;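 active = binding more than 3 SD below its plate's average and above zero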;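 also: hits lower antibody fragment binding to DSG3; some compounds called inactive have numbers as strong as hits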
CAL PDZ FP-1 – blocks peptide binding to the human CAL PDZ domain | AID 602252 | purified CAL PDZ, TMR-peptide fluorescence polarization, 1 h | Q9HD26 | inhibition, % at 24.9 µM | 0.92% of 300,000 active;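 active = mean inhibition of at least 30% with at least half of replicates also reaching 30%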;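 also: 0% = DMSO neutral control and 100% = excess unlabeled competitor peptide PRC23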
CAL PDZ FP-2 – human CAL PDZ-peptide interaction inhibition | purified CAL PDZ, TMR-peptide fluorescence polarization, 1 h | inhibition, % at 20 µM | 0.02% of 330,000 active | AID 504414;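 active = highest replicate inhibition of at least 40%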;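 also: plate controls were DMSO neutral control wells for no effect and unlabeled competitor peptide control wells for full effect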
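Test system: tagged CAL PDZ domain / Buffer or medium: sodium phosphate/NaCl buffer pH 7.4 with TCEP, IgG, Thesit / Reagent: TMR-labelled reporter peptide T*-PRC34 bound in PDZ groove / Compound dosing: single point, 20 µM / Schedule: 1 h incubation at room temperature before polarization reading / Technique: fluorescence polarization (mP) / Benchmarks: unlabelled peptide, DMSO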
NSD2 inh – blocks human histone methyltransferase NSD2; O96028; NSD2 peptide methylation, AlphaScreen, 120 min; inhibition, % at 12.5 µM; 0.54% of 310,000 active; in the data active = inhibition above about 50%
C-LANA FP – KSHV C-LANA DNA binding inhibition; MBP-C-LANA/FAM-LBS DNA binding, fluorescence polarization; inhibition, % at 9 µM; 0.078% of 340,000 active; AID 504423;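 active = highest replicate inhibition at or above 60% at 9 µM, even if other replicates fall short; inactive = all replicates below 60% inhibition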;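 also: 0% = neutral control wells and 100% = 4 µM acridine orange control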
Keap1 Nrf2 FP – Keap1-Nrf2 (human) interaction inhibition; Q14145; Keap1 Kelch-Nrf2 peptide fluorescence polarization, 1536-well; 0.15% of 340,000 active; inhibition, % at 9.4 µM; in the data active = inhibition above about 12%;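 also: human Keap1 Kelch domain with fluorescein labeled Nrf2 9mer peptide probe; 0% = neutral control wells and 100% = peptide positive control; higher means more block of Keap1 binding to Nrf2 peptide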
Target sequence (Q14145 whole entry, looked up, the tested form may be a part): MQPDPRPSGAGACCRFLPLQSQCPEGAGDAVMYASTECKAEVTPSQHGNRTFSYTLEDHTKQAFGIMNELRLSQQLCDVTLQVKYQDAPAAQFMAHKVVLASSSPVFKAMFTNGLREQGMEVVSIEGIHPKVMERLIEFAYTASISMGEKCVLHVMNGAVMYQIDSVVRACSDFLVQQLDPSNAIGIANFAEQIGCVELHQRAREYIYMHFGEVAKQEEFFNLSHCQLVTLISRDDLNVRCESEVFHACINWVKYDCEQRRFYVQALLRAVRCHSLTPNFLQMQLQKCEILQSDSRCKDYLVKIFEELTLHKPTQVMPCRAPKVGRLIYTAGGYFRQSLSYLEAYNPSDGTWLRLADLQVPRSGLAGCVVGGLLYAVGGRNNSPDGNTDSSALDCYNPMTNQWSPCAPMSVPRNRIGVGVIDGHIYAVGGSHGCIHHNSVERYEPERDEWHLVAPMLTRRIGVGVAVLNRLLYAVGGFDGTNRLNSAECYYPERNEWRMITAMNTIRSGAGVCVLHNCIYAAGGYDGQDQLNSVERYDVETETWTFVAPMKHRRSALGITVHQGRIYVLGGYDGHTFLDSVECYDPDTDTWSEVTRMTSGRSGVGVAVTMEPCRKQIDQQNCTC
Active calls of the source: *; . = no result given.

compound	V-ATPase pH	DAGLB inhibitor	Arr AP2 block	Cardiac RTF inh	DSG3 Ab inh	CAL PDZ FP-1	CAL PDZ FP-2	NSD2 inh	C-LANA FP	Keap1 Nrf2 FP
O=C(NCc1ccc(F)cc1)C(Cc1ccccc1)NS(=O)(=O)c1cccs1 (configuration not stated)	0.9	1.1	31.4	-8.1	101.5	2.2	0.1	-5.4	0.7	2.3
O=C(N/N=C/c1ccc2nccnc2c1)c1ccncc1	3.0	-8.9	13.1	-12.6	103.5	.	-6.0	6.7	7.4	-2.8
Cc1noc(C)c1COc1ccccc1C(=O)NNC(=O)c1ccccc1F	-0.7	-0.7	2.4	1.2	104.8	-0.1	-0.7	12.1	2.3	1.1
COc1ccc(OC)c(-c2csc(NC(=O)Cc3ccccc3)n2)c1	1.8	-7.6	-6.4	-15.0	109.5	-1.0	-1.4	1.5	0.2	-3.7
Cc1c(C(=O)OCC(=O)c2ccc3c(c2)OCCO3)oc2ccccc12	-0.9	-9.2	6.9	-2.0	.	0.8	-1.7	-1.4	-1.9	-2.6
CCN(CC(=O)Nc1ccc(NC(C)=O)cc1)C(=O)C(c1ccccc1)c1ccccc1	-5.7	1.5	8.8	-10.4	98.0	0.2	-2.3	-0.3	1.2	-6.4
CCOC(=O)C(NC(=O)N(C)C)(Nc1sc(C)c(CC)c1C#N)C(F)(F)F (configuration not stated)	6.6	0.7	2.3	-3.2	113.1	-2.7	-0.4	6.8	5.0	-0.4
CC(=O)N1c2ccc(S(=O)(=O)N3CCCC3)cc2CC1C(=O)NC(C)C (configuration not stated)	-0.9	-2.1	27.0	-1.4	89.1	3.7	-1.4	-5.7	-1.3	0.3
Cc1c(NC(=O)CSc2ccc(Cl)cc2)cccc1-c1nc2cc(Cl)ccc2o1	-1.7	-0.5	-3.7	-6.3	102.6	-4.1	0.8	-1.2	-0.8	2.1
COc1cccc(CNC(=O)CN(c2ccc(C(C)C)cc2)S(=O)(=O)c2c(C)noc2C)c1	-3.5	-0.6	14.6	-3.4	.	7.1	-3.0	-0.1	-0.1	-6.6
CCN(CC)c1nc2c(c(=O)n(C)c(=O)n2C)n1CCCc1ccccc1	0.9	-3.2	-5.3	-2.2	103.4	-3.5	1.2	2.4	-0.3	-4.1
CC(CCc1ccccc1)NC(=O)CNC(=O)N1CC(=O)Nc2ccccc21 (configuration not stated)	-7.4	-0.9	2.5	-0.6	103.1	-3.1	-1.5	-3.2	0.4	-0.2
CCOc1cc(CNc2ccc(N3CCN(C(C)=O)CC3)cc2)cc(Br)c1OC	1.2	2.7	16.4	-7.4	101.2	-1.1	0.5	10.4	-1.6	-9.0
COc1ccc(N(CC(=O)Nc2ccc(F)c(Cl)c2)S(=O)(=O)c2c(C)noc2C)cc1	5.7	-4.0	7.2	0.3	6.0*	-5.3	-0.2	-0.2	0.0	1.3
COC(=O)c1cc(COC(=O)c2nc3nccc(C)n3n2)oc1C	-0.6	0.7	15.1	-6.7	98.9	4.1	-0.4	0.6	-1.6	4.1
CCOC(=O)c1c(S(=O)(=O)NCC(=O)Nc2cc(C)ccc2OC)c(C)n(C)c1C	-4.7	-2.4	21.0	4.0	.	-2.7	-1.4	3.2	-0.2	-3.9
C=C(C)c1cccc(C(C)(C)NC(=O)N2CCN(c3ccccc3)CC2)c1	-4.2	-6.5	-11.5	-12.5	108.6	1.8	-1.8	-1.3	-2.4	2.5
COCCCn1c(=S)[nH]c2sc3c(c2c1=O)CCCC3	3.8	2.1	-0.9	-7.4	102.0	-5.9	-1.5	6.2	1.4	-7.2
Nc1nc2c(-c3ccc(Br)cc3)nnn2c2ccccc12	-7.1	-2.1	-18.1	-0.4	114.1	-5.7	1.5	-1.1	1.0	-4.1
CC(C)CC1NC(=O)N(CC(=O)Nc2cccc(Br)c2)C1=O (configuration not stated)	2.4	-1.2	25.3	-2.4	99.5	-1.0	-0.7	.	-1.3	0.3
Cc1cc(C)cc(NC(N)=S)c1	-1.3	1.5	1.1	-1.9	105.4	-0.6	-1.5	3.3	1.4	-0.6
Cc1csc(/C(=N\O)c2csc(C)n2)n1	5.0	0.9	3.9	-4.0	99.2	-0.4	-3.1	.	-0.6	-4.4
CCN(CC(=O)NCc1ccc(Cl)cc1)C(=O)C1CCN(S(=O)(=O)c2ccc(OC)c(OC)c2)CC1	1.1	-0.5	1.2	-10.0	99.3	-4.1	-1.7	-0.9	1.6	0.0
Cc1ccc(S(=O)(=O)N2CCCCC2CCNC(=O)C(=O)NCCc2ccco2)cc1 (configuration not stated)	-1.8	3.7	-5.4	-6.0	102.2	-3.6	-2.5	-0.3	0.4	2.0
COc1cccc(NC(=O)CN(C)S(=O)(=O)c2ccc3c(c2)CCC(=O)N3)c1	4.9	1.5	8.6	-0.9	105.4	.	-0.8	.	0.8	2.9
O=C(O)/C=C/c1ccc(S(=O)(=O)Nc2ccc3[nH]c(=O)[nH]c3c2)cc1	2.2	-1.6	4.2	-9.4	.	4.0	-1.7	15.3	-1.7	2.7
COc1ccc(OC)c(NC(=O)c2ccc(CSc3nnc(C)s3)cc2)c1	2.5	-3.2	17.1	-13.1	90.6	-5.1	0.1	3.8	3.4	7.2
CC(O)C(NS(=O)(=O)c1ccc(Cl)cc1)C(=O)OCC(=O)c1c[nH]c2ccccc12 (configuration not stated)	-1.0	1.1	1.7	0.0	83.7	-2.9	-0.2	0.7	1.3	-0.6
NC(=O)c1ccc(N2CCOCC2)nc1	0.0	2.7	-5.7	-8.5	108.0	3.3	-0.7	-1.7	-0.5	-0.4
COc1cccc(-c2csc3nnc(SCC(=O)NCc4cccs4)n23)c1	1.4	-2.9	-2.9	-10.0	101.1	-7.8	-0.7	-0.1	0.7	-5.4

Profiles from above. Order of screens: V-ATPase pH, DAGLB inhibitor, Arr AP2 block, Cardiac RTF inh, DSG3 Ab inh, CAL PDZ FP-1, CAL PDZ FP-2, NSD2 inh, C-LANA FP, Keap1 Nrf2 FP
Results for COCCCn1c(=S)[nH]c2sc3c(c2c1=O)CCCC3 : 3.8, 2.1, -0.9, -7.4, 102.0, -5.9, -1.5, 6.2, 1.4, -7.2
Results for CCOC(=O)c1c(S(=O)(=O)NCC(=O)Nc2cc(C)ccc2OC)c(C)n(C)c1C : -4.7, -2.4, 21.0, 4.0, ., -2.7, -1.4, 3.2, -0.2, -3.9
Results for Cc1noc(C)c1COc1ccccc1C(=O)NNC(=O)c1ccccc1F : -0.7, -0.7, 2.4, 1.2, 104.8, -0.1, -0.7, 12.1, 2.3, 1.1
Results for NC(=O)c1ccc(N2CCOCC2)nc1 : 0.0, 2.7, -5.7, -8.5, 108.0, 3.3, -0.7, -1.7, -0.5, -0.4

Next records follow:
compound	V-ATPase pH	DAGLB inhibitor	Arr AP2 block	Cardiac RTF inh	DSG3 Ab inh	CAL PDZ FP-1	CAL PDZ FP-2	NSD2 inh	C-LANA FP	Keap1 Nrf2 FP
Cc1ccc(C(=O)NNC(=O)c2ccncc2)cc1S(=O)(=O)N1CCCCC1	-2.9	0.6	0.9	-0.5	99.8	-4.5	-3.2	0.1	0.9	-2.2
C#CCOCCOCCOCCNc1nc(N2CCN(C(=O)[C@H](C(C)C)n3cc(CCO)nn3)CC2)nc(N2CCN(C(=O)[C@H]([C@@H](C)CC)n3cc(CCCN=C(N)N)nn3)CC2)n1	0.9	-0.7	-2.7	-1.5	102.6	-1.1	-0.5	.	-0.5	-5.6
CCCCSc1nc(O)c(Cc2ccccc2)c(=O)[nH]1	2.4	-0.3	2.5	-7.8	102.6	2.5	0.0	14.5	-2.4	2.1
COc1ccc(C2/C=C\CN(C(=O)c3ccccc3)[C@H](Cc3ccccc3)C(=O)N2Cc2ccc(F)cc2)cc1 (some centres not stated)	-4.0	31.0	5.4	-9.4	101.9	-3.0	-0.9	.	0.7	0.3
CN(CC1CCCO1)S(=O)(=O)c1ccc(C(=O)Nc2ccc3c(c2)OCO3)cc1 (configuration not stated)	-4.4	1.4	-1.5	-13.2	99.1	-3.6	-3.7	6.6	-1.1	-7.6
Cc1cc(NC(=O)COC(=O)C2=COCCO2)c([N+](=O)[O-])cc1C	-3.2	-4.2	13.0	-0.3	.	11.0	0.5	-1.7	-0.9	-0.1
C=CCn1c(SCC(=O)NCc2ccco2)nc2sc3c(c2c1=O)CCCC3	-1.4	-0.1	-4.9	-18.1	104.4	-1.5	0.0	0.6	0.8	0.8
CCNC(=O)OCc1cn(-c2ccc(Cl)cc2)nn1	-0.3	1.1	39.5	-9.2	97.1	8.4	-0.2	11.1	-2.5	3.8
CC(C)COc1ccc(N)cc1OCC(C)C	-0.2	-2.8	13.3	-11.2	94.6	0.5	2.5	3.9	0.2	-4.5
CN(C(=O)Cn1cccc1C1=NC(c2ccccc2)CO1)c1ccccc1 (configuration not stated)	7.1	-2.7	4.3	2.2	85.5	-0.6	-1.0	1.4	-0.8	-1.1
CCn1c(C)cc(/C=C2/SC(=O)N(CC(=O)N3CCCC3)C2=O)c1C	2.1	3.0	-5.3	-2.3	94.7	-8.4	-0.6	3.7	-1.4	-0.7
O=C1N[C@@H](Cc2ccccc2)C(=O)N2CCCC12 (some centres not stated)	-1.2	0.6	-2.2	-0.2	102.8	-4.5	-0.2	.	-2.4	-0.5
Cc1ccccc1NC(=O)Cn1c(=O)n(-c2ccc(CC(=O)NCC3CCCO3)cc2)c(=O)c2ccccc21 (configuration not stated)	-2.1	-0.7	12.0	-3.2	92.0	-0.8	-1.5	3.7	-2.0	-0.5
COc1cccc(OC)c1C(=O)Oc1ccc2c(c1)O/C(=C\c1ccncc1)C2=O	6.1	2.0	4.2	-3.0	97.6	-3.1	-2.7	-1.4	-1.1	-2.3
CCOC(=O)C(Cc1ccc(O)c([N+](=O)[O-])c1)N1C(=O)c2ccccc2C1=O (configuration not stated)	1.2	1.3	0.6	2.2	105.2	-8.1	-0.6	0.6	0.7	-2.3
CCCc1nnc(SCC(=O)N2CCOCC2)n1Cc1ccco1	5.8	0.1	5.7	-10.0	107.9	9.2	-0.2	-2.6	0.8	-4.0
O=C(NCCc1ccc(Cl)cc1)c1ccc2nc[nH]c2c1	3.0	-0.7	37.8	-4.5	92.9	4.4	-0.7	0.5	1.2	-2.5
CC1CC(C)CN(C(=O)COC(=O)c2cncc(Br)c2)C1 (configuration not stated)	0.7	-3.1	19.7	-10.1	.	-1.4	-0.5	-0.3	1.6	-4.4

Sorted by value in CAL PDZ FP-2 (highest first): some entries from above
SMILES	V-ATPase pH	DAGLB inhibitor	Arr AP2 block	DSG3 Ab inh	CAL PDZ FP-1	CAL PDZ FP-2	NSD2 inh	C-LANA FP	Keap1 Nrf2 FP
Cc1cc(NC(=O)COC(=O)C2=COCCO2)c([N+](=O)[O-])cc1C	-3.2	-4.2	13.0	.	11.0	0.5	-1.7	-0.9	-0.1
C=CCn1c(SCC(=O)NCc2ccco2)nc2sc3c(c2c1=O)CCCC3	-1.4	-0.1	-4.9	104.4	-1.5	0.0	0.6	0.8	0.8
O=C1N[C@@H](Cc2ccccc2)C(=O)N2CCCC12 (some centres not stated)	-1.2	0.6	-2.2	102.8	-4.5	-0.2	.	-2.4	-0.5

Only part of the results is shown; count on the stated rates, not on these rows.
